RBX1-CUL1 inh = inhibitors of human ROC1-CUL1 ubiquitin ligase activity; in vitro K48 di-Ub FRET, acceptor:donor ratio, 45 min; inhibition, % at 10 µM; actives 0.6% (n = 140,000); AID 1347404, 2020; in the data active means inhibition above about 25%
Target sequence (P62877 whole entry, looked up): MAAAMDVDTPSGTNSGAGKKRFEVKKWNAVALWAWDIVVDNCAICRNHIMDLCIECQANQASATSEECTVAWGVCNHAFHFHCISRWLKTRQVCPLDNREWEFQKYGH
Target sequence (Q13616 whole entry, looked up): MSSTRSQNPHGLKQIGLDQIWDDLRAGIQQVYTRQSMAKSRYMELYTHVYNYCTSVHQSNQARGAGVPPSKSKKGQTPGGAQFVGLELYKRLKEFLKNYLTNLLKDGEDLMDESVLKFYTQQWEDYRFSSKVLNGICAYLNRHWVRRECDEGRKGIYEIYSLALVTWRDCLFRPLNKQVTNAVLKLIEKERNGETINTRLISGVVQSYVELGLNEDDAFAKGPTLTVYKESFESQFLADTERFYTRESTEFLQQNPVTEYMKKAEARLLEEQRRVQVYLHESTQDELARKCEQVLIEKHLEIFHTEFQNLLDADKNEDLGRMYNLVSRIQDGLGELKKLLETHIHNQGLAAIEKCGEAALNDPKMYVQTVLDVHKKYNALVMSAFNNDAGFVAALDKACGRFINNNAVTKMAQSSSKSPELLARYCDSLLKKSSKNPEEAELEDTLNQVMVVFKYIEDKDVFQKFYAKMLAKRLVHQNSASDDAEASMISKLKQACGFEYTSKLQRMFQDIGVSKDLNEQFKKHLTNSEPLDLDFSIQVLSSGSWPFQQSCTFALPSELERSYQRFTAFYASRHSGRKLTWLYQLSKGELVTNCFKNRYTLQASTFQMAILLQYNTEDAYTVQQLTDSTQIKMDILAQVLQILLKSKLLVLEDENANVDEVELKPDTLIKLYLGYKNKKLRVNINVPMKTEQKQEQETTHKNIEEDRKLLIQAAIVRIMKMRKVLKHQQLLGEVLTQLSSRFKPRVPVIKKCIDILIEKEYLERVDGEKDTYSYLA
* marks the source's active call; other numbers are inactive results. Only part of the results is shown; rates above refer to the full screens.

Sample of the layout:
RBX1-CUL1 inh	smiles
-9	CCCCSc1n[nH]c(=S)c2nc[nH]c12
5	COCC(=O)Nc1cc(C(=O)N2CCC(c3ccccc3F)C2)cc2nc(-c3cccnc3)n(C)c12 (stereo unspecified)
-3	CCOC(=O)c1ccc2c(c1)N(Cc1cc(C)ccc1C)C(=O)c1ccccc1S2(=O)=O
10	CCOC(=O)CN(C(=O)CSc1nnc(-c2cccs2)o1)c1cccc(OC)c1
4	COc1cc(C)ccc1OCc1nc(C(=O)N(C)Cc2ccc(F)cc2)co1
-3	Fc1ccc(/C=C2\CCC3=NC(=S)NC(c4ccc(F)cc4)C32)cc1 (stereo unspecified)
-3	CSc1nsc(SC)c1C#N
9	CC1CCC(C(C)C)c2[nH]nc(-c3ccc(Br)cc3)c21 (stereo unspecified)
-3	Cc1ccccc1Nc1c(-c2ccc(Cl)s2)nc2c(C)cccn12
-2	CCn1nc(C)c(NC(=O)c2cccs2)c1C
-6	COc1cccc(C(C2C(=O)Oc3ccc(C)cc3C2=O)C2C(=O)Oc3ccc(C)cc3C2=O)c1 (stereo unspecified)
-7	CCOC(=O)C(=O)N1c2ccccc2C(C)(c2ccccc2)CC1(C)C (stereo unspecified)
5	COc1ccccc1OC(C)C(=O)NC1CCCC1 (stereo unspecified)
10	O=C1CCC(C(=O)N2CCC3(C=Cc4ccccc43)CC2)CN1CCc1ccccn1 (stereo unspecified)
5	Cc1ccccc1CS(=O)(=O)N1CCN(c2cccc(Cl)c2)CC1

The listing, from the first entry:
RBX1-CUL1 inh	smiles
-9	CCCCSc1n[nH]c(=S)c2nc[nH]c12
5	COCC(=O)Nc1cc(C(=O)N2CCC(c3ccccc3F)C2)cc2nc(-c3cccnc3)n(C)c12 (stereo unspecified)
-3	CCOC(=O)c1ccc2c(c1)N(Cc1cc(C)ccc1C)C(=O)c1ccccc1S2(=O)=O
10	CCOC(=O)CN(C(=O)CSc1nnc(-c2cccs2)o1)c1cccc(OC)c1
4	COc1cc(C)ccc1OCc1nc(C(=O)N(C)Cc2ccc(F)cc2)co1
-3	Fc1ccc(/C=C2\CCC3=NC(=S)NC(c4ccc(F)cc4)C32)cc1 (stereo unspecified)
-3	CSc1nsc(SC)c1C#N
9	CC1CCC(C(C)C)c2[nH]nc(-c3ccc(Br)cc3)c21 (stereo unspecified)
-3	Cc1ccccc1Nc1c(-c2ccc(Cl)s2)nc2c(C)cccn12
-2	CCn1nc(C)c(NC(=O)c2cccs2)c1C
-6	COc1cccc(C(C2C(=O)Oc3ccc(C)cc3C2=O)C2C(=O)Oc3ccc(C)cc3C2=O)c1 (stereo unspecified)
-7	CCOC(=O)C(=O)N1c2ccccc2C(C)(c2ccccc2)CC1(C)C (stereo unspecified)
5	COc1ccccc1OC(C)C(=O)NC1CCCC1 (stereo unspecified)
10	O=C1CCC(C(=O)N2CCC3(C=Cc4ccccc43)CC2)CN1CCc1ccccn1 (stereo unspecified)
5	Cc1ccccc1CS(=O)(=O)N1CCN(c2cccc(Cl)c2)CC1
4	O=C(NC(=O)c1ccc(Cl)cc1)OCCCCOC(=O)NC(=O)c1ccc(Cl)cc1
-2	Fc1ccc(CNc2ccc3c(c2)oc2ccccc23)cc1
-1	COc1ccccc1-c1cc(=O)[nH]c(Nc2ccccc2)n1
2	Cc1ccc(S(=O)(=O)N(C)c2ccc(OCC(=O)Nc3ccc(C)c(Cl)c3)cc2)cc1
-3	COC(=O)CSc1nc2sc3c(c2c(=O)n1-c1ccc(OC)cc1)CCCCC3
-12	CC1(C)SC(=S)N(c2ccccc2)C1n1oc(=O)n(-c2ccc(Cl)cc2)c1=O (stereo unspecified)
3	Cc1cc(NC(=O)C(=O)NCCN2CCN(S(C)(=O)=O)CC2)ccc1Br
6	CC(=O)c1c(C)nc2nc(SCc3ccc(C)cc3)nn2c1C
0	COCCN1CCN(C(=O)CCc2nnc(CCc3c[nH]c4ccccc34)o2)CC1
1	COC(=O)c1ccc(C2C(C(=O)OC(C)C)=C(C)OC(=N)C2C#N)cc1 (stereo unspecified)
-8	Cc1ccsc1CNn1cnnc1SCc1ccc(Cl)cc1
9	NC(N)=NC(N)=Nc1cc(C(F)(F)F)ccc1Cl
-15	C=CCNc1nc(Nc2ccc(OC(F)(F)Cl)cc2)nc(OCC(F)(F)F)n1
-4	NC(=O)Cc1sc(Cl)c(Cl)c1Cl
-5	O=C1N(CCc2ccccc2)C[C@@H]2C[C@@H](c3ccc(OCCO)cc3)N3CCC[C@@]123

Next part
RBX1-CUL1 inh	smiles
-8	COc1cccc(C(=O)Nc2ccc(-c3nc4ccc(C)cc4s3)cc2)c1OC
-3	Cc1cc(C(=O)NCc2cccnc2N(C)Cc2ccccc2)c(=O)[nH]c1C
3	Cc1cc(F)ccc1NC(=O)CCC1CCCN(C(=O)CN2CCCCCC2)C1 (stereo unspecified)
-1	O=C1c2ccccc2CCC1CN1CCOCC1 (stereo unspecified)
-13	Cc1ccccc1C(=O)Nc1ccc(Cc2ccc(NC(=O)c3ccccc3C)cc2)cc1
8	Cc1ccc(OCCSc2nc3ccccc3n2CC(=O)NC(C)C)cc1
-6	CCOC(=O)c1sc(N2C(=O)c3oc4ccccc4c(=O)c3C2c2ccc(O)cc2)nc1C (stereo unspecified)
3	CS(=O)(=O)N1CCN(CCN2C(=O)c3cccc4cccc(c34)C2=O)CC1
12	S=C(NCCN1CCOCC1)Nc1ccccc1
-4	COC(=O)c1sccc1S(=O)(=O)N1CCN(c2ccc(C(C)=O)cc2)CC1
4	CC(C)c1ccc(CNc2nc(-c3ccco3)nn2S(=O)(=O)c2ccccc2)cc1
0	Cc1ccc(NC(=O)C(Cc2ccccc2)NS(=O)(=O)c2ccc3c(c2)CCC(=O)N3)cc1 (stereo unspecified)
2	CCOC(=O)c1c[nH]c(=O)c(Br)c1O
-6	CN(C)CCNC(=O)C(=O)NCC(c1cccnc1)N1CCN(c2ccc(F)cc2)CC1 (stereo unspecified)
0	CC(=O)c1nn(-c2cccc(C)c2)c2nc3ccccc3n12
-2	COc1ccc(-c2cnc(OC(C)(C)C)nc2OC(C)(C)C)cc1OC
3	COc1ccc(NC(=O)CN2C(=O)C3(SCC(=O)N3c3ccccc3)c3ccccc32)cc1Cl (stereo unspecified)
10	C=CCOc1ccc(C2C(C(=O)c3ccc(C)cc3)C(=O)C(=O)N2CCCN(C)C)cc1OCC (stereo unspecified)
2	CSc1nnnc2ccccc12
-1	CC(=O)Nc1cnn(-c2ccccc2)c1
-4	Cc1cc(C)n(-c2cccc(C(=O)NCc3nc(-c4ccccc4NC(=O)C4CCC4)oc3C)c2)n1
-2	C=CCOc1ccc(C2C3=C(CCCC3=O)N(Nc3ccccc3)C(=N)C2C#N)cc1OC (stereo unspecified)
-3	COCCOc1ccc(C(=O)NC(C)(C)C)cc1Br
10	COCc1nc2cc(NC(=O)Cc3ccccc3)cc(C(=O)NCCCOc3cccnc3)c2n1C
4	Cc1oc(-c2ccccc2F)nc1CSCC(=O)NCc1ccccc1
-4	C=C(C)CN1N=C(C)Cn2c1nc1c2c(=O)n(CCCC)c(=O)n1C
-3	O=C(NNC(=S)Nc1ccccc1)c1ccccc1I
6	COc1ccc(CC(=O)Nc2ccc(O)cc2C)cc1
0	CC1=NN(c2nc(-c3ccccc3)cs2)C(=O)C1N=Nc1ccc(Br)cc1 (stereo unspecified)
-7	CCOc1ccc(C(=O)Nc2ccc(N3CCN(C(=O)CC)CC3)c(Cl)c2)cc1

The list goes on:
RBX1-CUL1 inh	smiles
5	CCOC(=O)N1CCN(C(=O)c2ccc3nc(C)sc3c2)CC1
-5	Cc1ccc(C)c(NC(=O)C2CCN(c3nn4c(=O)cc(C)nc4s3)CC2)c1
-4	CC(=O)c1ccc(N=C2NC(=O)CC(=O)N2)cc1
-5	Cc1c(CN2CCOc3ccc(C4=CCCCC4)cc3C2)c(=O)n(-c2ccccc2)n1C
2	CCCc1sc(N(C(=O)CC)c2ccc(Br)cc2)nc1-c1ccc(OCC)cc1
1	CC(C)(C)c1cc(OC(=O)c2ccc(Cl)c(Cl)c2)ccc1O
-2	CC(NC(=O)c1cccs1)c1cc2c(cc1Br)OCCCO2 (stereo unspecified)
4	Cc1cccc(C(=O)NC2CCCC2)c1
1	COc1ccc(Cl)cc1NC(=O)CCn1c(=O)oc2ccccc21
0	Cc1ccc(-c2nc(CS(=O)(=O)CC(=O)N3CCN(c4cccc(C)c4C)CC3)c(C)o2)cc1
-3	COc1ccc(S(=O)(=O)N2CCC(c3nnnn3-c3ccccc3)CC2)cc1OC
8	CC(=O)C1=NN(c2ccccc2)C2(S1)S/C(=C\c1ccccc1)C(=O)N2c1ccccc1 (stereo unspecified)
-4	COc1cccc(N2CCN(C(=O)c3ccc(C)c(NC(=O)c4nsc5ccccc45)c3)CC2)c1
-10	CCc1ccccc1NC(=O)CN(C)S(=O)(=O)c1ccc(OC)c(C)c1
1	CC(=O)Nc1ccc(C(=O)N2CCc3[nH]nc(-c4c(C)noc4C)c3C2)cn1
-6	O=C(COc1ccc(Br)cc1)Nc1ccc(Cl)c(C(F)(F)F)c1
1	O=S(=O)(c1ccccc1)c1cnc2cc(-c3ccc(Cl)cc3)nn2c1-c1ccc(Cl)cc1
5	CNC(=O)c1cc2c(=O)n3ccccc3nc2n(CCCN2CCOCC2)c1=N
9	COc1cc(/C=N/NC(=O)C2CC2c2ccccc2)ccc1O (stereo unspecified)
-14	c1ccc(-c2nc(N3CCOCC3)c3cc(-c4ccccc4)sc3n2)cc1
-3	COC(=O)c1ccccc1NC(=O)c1cccc(I)c1
-2	O=C(CCCCNS(=O)(=O)c1ccccc1)NCCOc1ccccc1
-4	CN(C)c1ccc(NS(C)(=O)=O)cc1
4	O=C(OCC(=O)c1cccc2ccccc12)c1cccc(N2C(=O)C3CC=CCC3C2=O)c1 (stereo unspecified)
11	CC1Cc2cc(C(=O)C3C(=O)C(=O)N(CCN4CCOCC4)C3c3ccncc3)ccc2O1 (stereo unspecified)
6	O=S1(=O)C2C=C(Cc3ccccc3)C1CCC2 (stereo unspecified)
0	CCN1CCN(Cc2nc3cc(NC(=O)c4cccs4)ccc3n2C)CC1
10	O=C(c1nc2sccn2c1CN1CCCCC1c1nccs1)N1CCCCCCC1 (stereo unspecified)
2	CC1(C)CC(=O)C2C(=Nc3nc(-c4ccccc4)nn3C2c2ccc(Cl)cc2Cl)C1 (stereo unspecified)
-5	Cc1oc(-c2ccc(C(=O)NCc3cccc(F)c3)cc2)nc1COc1ccccc1

New compounds follow.
RBX1-CUL1 inh	smiles
-3	Fc1ccc(-c2cn3c(n2)COc2ccccc2-3)cc1
-1	O=C(NC1CCCCC1)c1cccc(COc2cc(Cl)ccc2Cl)c1
2	CCOc1cc(-c2ccc(OC(=O)c3ccccc3)c(OC)c2)cc(=O)c2c(C)oc(C)c12
3	O=C(OCC(=O)c1cccc2ccccc12)c1cccc(Br)c1
-5	COc1ccccc1/C=C1\N=C(c2ccc(OC)c(OC)c2)OC1=O
5	C=CCOc1nc(Sc2ccccc2)nc(Sc2ccccc2)n1
-4	O=C(CSc1oc(-c2ccccc2)nc1S(=O)(=O)c1ccc(Cl)cc1)Nc1ccc(F)cc1
2	Cc1nnc(SCC(=O)N/N=C/c2coc3ccccc3c2=O)n1-c1ccccc1
7	CCc1cccc(CC)c1NC(=O)c1sc2nc(-c3ccccc3)cc(-c3ccccc3)c2c1N
8	COC(=O)c1sccc1S(=O)(=O)N(CC(=O)NCc1ccc(F)cc1)c1ccccc1
-4	O=C(Nc1cccc(-c2nc3ncccc3o2)c1)c1cc(I)ccc1Cl
11	COc1ccc(/C=N/n2c(COc3c(C)cccc3C)nc3ccccc3c2=O)cc1
3	CCC1CN(CCNC(=O)CCc2ccc3c(c2)OCO3)Cc2cc(OC)ccc2O1 (stereo unspecified)
6	COc1cccc(CNC(=O)CCC2CCCN(C(=O)CNC(C)=O)C2)c1 (stereo unspecified)
-5	N#Cc1ccccc1COc1ccc(Br)cc1C1c2cc3c(cc2OC(=N)C1C#N)OCO3 (stereo unspecified)
3	O=C(NCCN1CCOCC1)c1ccc(N2CCC(NCc3ccccc3Cl)CC2)cc1
2	CCN(CC)c1ccc(-c2nc(-c3ccccc3C)no2)cc1[N+](=O)[O-]
-3	CN(c1ccc(C(=O)Nc2cccc(N(C)S(C)(=O)=O)c2)cc1)S(C)(=O)=O
-2	Cc1ccc(C(=O)NC2CCCC2)cc1
7	CC(=O)c1ccccc1OCCCN1CCCCC1
14	CC(C)CC(=O)NC(=S)Nc1sc2c(c1C(N)=O)CCCC2
5	Cc1cc(C)n(C(=O)/C=C/c2ccc(Cl)cc2Cl)n1
-1	CCNC(=O)C1CCN(Cc2ccccc2Cl)CC1
5	COC(=O)c1cc(-c2ccc(/C=C3/C(=O)NN(c4cccc(Br)c4)C3=O)o2)ccc1Cl
3	CCOC(=O)C1=C(C)N=c2s/c(=C\c3ccc(C)cc3)c(=O)n2C1c1ccc(OC)c(OCC)c1 (stereo unspecified)
5	CCCc1c(O)nc(SC2CC(=O)N(c3ccc(Oc4ccccc4)cc3)C2=O)[nH]c1=O (stereo unspecified)
5	COc1ccc(-c2cc(-c3ccccc3)nc3sc(C(=O)Nc4cc(C)cc(C)c4)c(N)c23)cc1
-7	Cc1ccc(N2CC(C(=O)NCCS(=O)(=O)N3CCN(c4ccccc4F)CC3)CC2=O)cc1 (stereo unspecified)
1	N#CC1C(=N)Oc2n[nH]c(-c3ccc4c(c3)OCO4)c2C12C(=O)N(CC(=O)O)c1ccccc12 (stereo unspecified)
-5	COc1ccccc1N1CCN(Cc2nc(-c3cc(OC)c(OC)c(OC)c3)no2)CC1

(cont.)
RBX1-CUL1 inh	smiles
2	COc1ccc(Cl)c2sc(NC(=O)c3ccc(S(=O)(=O)N4CCCC4)cc3)nc12
0	CCCN(Cc1ccccc1)C(=S)Oc1ccc(C(=O)Nc2ccccc2Br)cc1
7	Cc1nonc1CN(C)c1ccc(C(=O)N(C)Cc2ccc3ccccc3n2)cn1
-3	COc1ccc(-n2c3c(cc(-c4nc(-c5ccc(Cl)cc5)cs4)c2=O)C(=O)CC(C)(C)C3)cc1
3	COc1ccc(-c2cc(C(F)(F)F)nn2-c2nc(-c3ccc(Br)cc3)cs2)cc1

Bioassay records: PubChem BioAssay, Icahn School of Medicine at Mount Sinai
